FLuc inh – firefly luciferase inhibition; P08659; purified firefly luciferase, luminescence, 8 min; Potency, µM (highest dose often 57.1 µM), for inactives: at the top dose activity change, negative = inhibition, actives largely listed as inhibitors; 72,000 tested, 2.2% active; AID 411; note: potency is the fitted concentration of half-maximal effect; % is set by controls: 0 for no effect and ±100 for the full control effect; nearly all actives have a fitted effect of over 40% in size
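Firefly luciferase (PKLight detection mix) with 10 uM ATP in pH 7.2 imidazole buffer (KCl, MgCl2, Tween 20, BSA). Compounds tested across a concentration series (qHTS). Luminescence read after 8 min at ambient temperature.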
Casp7 inh – blocks human caspase-7 allosterically or competitively. P55210. recombinant caspase-7, Ac-DEVD-AFC fluorescence rate. Potency, µM (highest dose often 57.5 µM), for inactives: top-dose activity change, negative = inhibition, actives largely listed as inhibitors. 75,000 tested, 0.02% active; active = well fitted inhibition curve with a large enough effect in the main read-out, with a control signal flat, not every such curve was filed as active; inconclusive = small, poorly fitted or top-dose-only effect, or a change in a side signal; note: potency is the fitted concentration of half-maximal effect; % of control where 0% means no effect
USP2a inhib – inhibitors of human ubiquitin-specific protease USP2a | 60,000 tested, 0.1% active | AID 927 | O75604 | Potency, µM (top dose mostly 38.3 µM), for inactives: top-dose activity change, negative = inhibition, usual class: inhibitors | USP2a enzymatic assay, qHTS inhibition;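 note: potency is the fitted concentration of half-maximal effect; nearly all actives have a fitted effect of over 60% in size; plate controls were DMSO for no effect and NEM full inhibition control for full effect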
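USP2 core (20 nM final) was preincubated with compound for 30 min at RT in 20 mM Tris-HCl pH 8.0, 2 mM CaCl2, 2 mM beta-mercaptoethanol; Ub-PLA2 (20 nM) plus NBD C6-HPC (20 uM) then added, fluorescence read after 2.5 h.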
Tau filament bind – binds recombinant human tau filaments. P10636. recombinant tau filaments, thioflavin S fluorescence, 15 h; filaments grown with octadecylsulfate alongside compound. Potency, µM (top dose mostly 57.1 µM), inactives show top-dose activity change, negative = inhibition. 71,000 tested, 2% active. AID 596;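 note: potency is the fitted concentration of half-maximal effect; % is set by controls: 0 for no effect and ±100 for the full control effect; actives lower thioflavin S fluorescence by blocking filaments or displacing dye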
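Thioflavine S fluorescence (ex 450, em 510 nm) reports filaments formed from 1 uM human tau plus 30 uM ODS over 15 h at 37 C (10 mM HEPES pH 7.4, 100 mM NaCl, 5 mM DTT); compounds displacing dye or blocking filaments lower signal.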
Caspase-1 inhib – caspase-1 (human) inhibition, allosteric or competitive. P29466. Caspase-1 enzyme, Ac-WEHD-AFC fluorogenic rate. Potency, µM (highest dose often 57.5 µM), without a hit: at the highest dose activity change, negative = inhibition, hits mostly inhibitors. 75,000 tested, 0.03% active. AID 900;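 note: potency is the fitted concentration of half-maximal effect; plate controls were vehicle for no effect and no substrate for full effect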
ERK AVP block – blocks ERK signaling stimulated by vasopressin | HEK293-V1b, vasopressin-stimulated pERK AlphaScreen | Potency, µM (series often up to 57.5 µM), for the others: top-dose activity, negative = inhibition, most hits filed as inhibitors | 72,000 tested, 0.99% active; note: potency is the fitted concentration of half-maximal effect; % is set by controls: 0 for no effect and ±100 for the full control effect; nearly all actives have a fitted effect of over 55% in size
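V1b-HEK293 cells; cpd 30 min 37C; 25 nM vasopressin 5 min; lyse 10 min; AlphaScreen beads 5 hr RT. Normalized to DMSO basal and 25 nM vasopressin; AC50 by Hill fit.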
A350 autofl – A350 region autofluorescence; max dye-equivalent concentration, M; Compound autofluorescence, 340/450 nm, Alexa 350 dye-equivalents; stronger effect = higher value; 59,000 tested, 11% active; in the data active = max dye-equivalent concentration above about 10 nM; inconclusive = mostly about 1.1 nM to 9.6 nM
BRCT PPI red – disrupts BRCA1 BRCT binding to phosphoprotein, red fluorophore readout | BRCT-phosphopeptide binding, red fluorescence polarization | Potency, µM (highest dose often 76.9 µM), inactives show at the top dose activity change, negative = inhibition, actives largely listed as inhibitors | P38398 | 75,000 tested, 0.03% active | AID 892; note: % is set by controls: 0 for no effect and ±100 for the full control effect
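Fluorescence polarization: 100 nM His-tagged BRCA1 BRCT with 100 nM TAMRA-labelled phospho-BACH1 decapeptide, phosphate buffer pH 7.3 with 150 mM NaCl, DTT, 0.01% Tween 20; 12 min RT. Binding inhibition seen as FP decrease.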
CRE Fsk mod – alters forskolin-stimulated CRE reporter signaling in CHO cells | CHO CRE-bla reporter (cAMP response element driving beta-lactamase), forskolin EC10, beta-lactamase ratio | Potency, µM (titrated, usually from 38.2 µM), for the others: at the highest dose activity change, negative = inhibition, hits mostly activators | 71,000 tested, 2.5% active; active = well fitted activation curve with a large enough effect in the signal ratio, with a control signal flat, not every such curve was filed as active; inconclusive = small, poorly fitted or top-dose-only effect, or effect the other way, or a change in a side signal; the % refers to the signal ratio; note: potency is the fitted concentration of half-maximal effect; % of control where 0% means no effect
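CRE-bla CHO cells stimulated with EC10 NKH 477 (water-soluble forskolin) and compound titrations, 3 h at 37C; beta-lactamase read with CCF4 after 2 h at room temperature. Activity from 460/530 nm emission ratio, AC50 values for positive or negative modulation.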
BRCT inh green – inhibitors of human BRCA1 BRCT-phosphoprotein interaction (green fluorophore); P38398; BRCA1 BRCT-phosphopeptide binding, green fluorescence polarization; Potency, µM (titrated, usually from 76.9 µM), inactives show at the top dose activity change, negative = inhibition, most hits filed as inhibitors; 75,000 tested, 0.05% active;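 note: potency is the fitted concentration of half-maximal effect; plate controls were peptide without protein for full effect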
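Compounds were incubated for 12 min at room temperature with a complex of 100 nM fluorescein-tagged pBACH1 decapeptide and 250 nM His-tagged BRCT protein. Buffer was phosphate pH 7.3 with EDTA, DTT and Tween 20. Disruption of binding lowers the polarization signal.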
HEK293 cAMP cs – parental HEK293 cAMP activation (counter-screen); parental HEK293 CNG cAMP sensor, membrane potential fluorescence; Potency, µM (titrated, usually from 57.1 µM), without a hit: at the top dose activation, usual class: activators; 73,000 tested, 2.5% active; note: potency is the fitted concentration of half-maximal effect; % of control where 0% means no effect; nearly all actives have a fitted effect of over 55% in size
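Counterscreen for endogenous-receptor signalling: CNG-channel HEK 293 cells report cAMP rise by membrane depolarization. After 60 min dye equilibration with 100 uM RO 20-1724, compounds incubated 30 min before bottom-read fluorescence at 590 nm.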
Numbers without * were called inactive; i = inactive; ? = inconclusive; / = no result given; [ ] = remark or other dose. Unless noted, calls come from the whole dose curve; as a rule, active = well fitted curve in the direction sought with a large enough effect; inconclusive = small, poorly fitted or top-dose-only effect, or another doubt; inactive = no such curve, though single readings can be large; an effect the other way counts as inactive or inconclusive. This is a random part of the collection. Share with any hit: about 16%.

SMILES	FLuc inh	Casp7 inh	USP2a inhib	Tau filament bind	Caspase-1 inhib	ERK AVP block	A350 autofl	BRCT PPI red	CRE Fsk mod	BRCT inh green	HEK293 cAMP cs
N#Cc1c(N)c(C#N)c(-c2ccc(O)cc2)c2c1CCCC2	0%	-6%	-17%	44%	-4%	60%[activator]	4e-07M*	0.8%	?	2.8%	10%
O=C(NCCCN1CCOCC1)c1c(O)c2cc(Br)cc(Br)c2[nH]c1=O	4%	-1%	0%	-5%	1%	6%	i	-1.1%	-6%	-1.8%	1%
CCOC(=O)C1CCN(C(=O)Nc2ccc3nc(C)c(C)nc3c2)CC1	-12%	-23%	-2%	-8%	?	9%	2.7e-06M*	-3.0%	?	-0.8%	3%
CCOc1ccc(/C(O)=C2/C(=O)C(=O)N(CCOCCO)C2c2cccnc2)cc1 (stereo unspecified)	4%	-1%	-1%	-5%	0%	-3%	?	0.7%	-21%	0.7%	5%
CC(C)=CCC/C(C)=C\COc1c2ccoc2cc2oc(=O)ccc12	/	-3%	/	/	-4%	75%[activator]	/	0.4%	/	3.4%	/
CCOC(=O)c1sc(-c2ccccc2)cc1N	?	-4%	-19%	-17%	1%	-2%	2.1e-08M*	0.5%	13%	-0.5%	5%
Cc1ccc(CS(=O)(=O)CCC(=O)NCCN2CCCCC2C)cc1 (stereo unspecified)	2%	-2%	0%	-7%	-1%	-12%	?	-1.8%	2%	-2.6%	4%
CC(=O)N(c1ccc(C(C)C)cc1)C1C=CS(=O)(=O)C1 (stereo unspecified)	-1%	-1%	34%[activator]	6%	-2%	-4%	i	-0.7%	1%	-0.3%	10%
Cc1nn2cc(-c3ccc(Cl)cc3)nc2s1	3.2µM*	4%	0%	-7%	3%	-15%	i	-1.4%	7%	-1.1%	8%
COc1ccc(OC)c(NC(=O)Cn2c(CCC(=O)O)ccc2-c2cccs2)c1	2%	-3%	10%	-12%	-3%	?	?	-0.6%	0%	-1.1%	10%
Cc1cc(C)n2cc(CSc3ncccc3C(=O)O)nc2n1	0%	0%	3%	-4%	0%	-4%	5.3e-08M*	-0.2%	-11%	0.7%	-4%
CCCn1c(=O)c2[nH]c(-c3ccc(OCC(=O)Nc4ccc(C(C)=O)cc4)cc3)nc2n(CCC)c1=O	-1%	-1%	/	?	-3%	-23%	/	0.4%	?	-0.1%	2%
CC(=O)Nc1nonc1-c1nc2ccccc2n1CC1CC1	1%	-1%	1%	26%	0%	-21%	i	-0.9%	5%	0.2%	?
CC(OC(=O)c1cc2sccc2n1C)C(=O)NCc1ccco1 (stereo unspecified)	2%	-1%	2%	-3%	-2%	-10%	i	-3.3%	-6%	-0.5%	13%
CCOC(=O)C1=C(C)Nc2nc(C)nn2C1c1ccc(C)cc1 (stereo unspecified)	-7%	-1%	/	-14%	4%	-4%	/	1.1%	4%	2.3%	1%
COC(=O)[C@@]1(Cc2ccccc2)[C@H]2c3cc(C(=O)N(C)C)n(CCSCCO)c3C[C@H]2CN1C(=O)c1ccccc1	/	-4%	/	-4%	3%	-11%	/	-1.9%	-11%	-0.7%	?
Cc1[nH]nc2c1C(c1cccc(O)c1)C1=C(CC(C)(C)CC1=O)N2 (stereo unspecified)	0%	2%[0.00368 µM]	-6%	1%	-2%	-5%	4.4e-07M*	1.2%	12%	-1.2%	-3%
CCOC(=O)c1[nH]c(C)c(C(=O)NC2CCCCC2)c1C	0%	0%	/	-6%	2%	-2%	/	2.4%	16%	3.6%	6%
O=C(NCCc1cccc(Cl)c1)c1cccnc1	-3%	0%	-4%	-5%	-1%	-18%	/	0.7%	-2%	-1.9%	-15%
COc1ccc(NC(=O)Cn2nc3n(c2=S)CCC3)cc1	3%	0%	3%	1%	1%	4%	i	-1.4%	?	-2.2%	4%
CC(C)(C)C(=O)c1no[n+]([O-])c1/C(=N/O)C(C)(C)C	2%	-1%	4%	0%	-1%	13%	i	-1.1%	?	-0.3%	28%
COc1ccc(/C=C/C(=O)c2ccc(O)cc2O)cc1	/	-1%	6%	/	2%	?	/	-4.8%	/	-8.9%	/
Cc1ccc(C(=O)Nc2ccncc2)o1	-2%	-1%	-13%	-7%	0%	-24%	i	-3.1%	-8%	-0.4%	6%
O=C(Nc1ccccc1C(F)(F)F)N1CCN(c2ccc3nncn3n2)CC1	/	0%	/	/	-2%	/	/	0.7%	/	-1.1%	-12%
Cc1cccc(NC(=O)c2ccccc2OCC(=O)N2CCOCC2)c1C	-3%	-1%	0%	4%	0%	-15%	i	-3.0%	-7%	-4.5%	5%
Cc1ccc(C(=O)c2cn[nH]c2-c2cc(Cl)ccc2O)cc1	0%	-1%	34%[activator]	-13%	-1%	-18%	?	0.5%	?	0.5%	-14%
CC(C)(C)NC(=O)CN(C(=O)CS(=O)CC(=O)Nc1ccc(F)cc1)c1ccc(F)c(Cl)c1 (stereo unspecified)	1%	2%	/	-9%	1%	-1%	i	0.7%	-6%	-0.6%	3%
Cc1ccc(C)c(NC(=O)c2nnn(Cc3ccccc3C)c2N)c1	-6%	-9%	8%	-9%	-4%	16%	i	-0.5%	1%	-1.2%	-4%
O=C(CN1CCCN(S(=O)(=O)c2ccc(Br)cc2)CC1)Nc1ccc2c(c1)OCO2	0%	-7%	25%	19%	-1%	32%[activator]	i	-0.5%	17%	-1.1%	?
O=C(N1CCCCC1)N1CCCN(C(=O)N2CCCCC2)CC1	1%	-3%	-3%	8%	-1%	-9%	?	-0.6%	-12%	-8.5%	24%
Cc1cnn(C(=S)NCC2CCCO2)c1 (stereo unspecified)	-1%	0%	3%	1%	1%	-2%	i	-1.1%	-7%	-1.1%	5%
CNC(=O)Cn1nc(C)c2ccccc2c1=O	2%	2%	-3%	-6%	-1%	14%	i	-0.7%	0%	0.0%	-1%
CCOC(=O)C(CC)n1cnc2c(oc3ccccc32)c1=O (stereo unspecified)	-5%	1%	3%	7%	0%	-3%	?	-1.6%	-5%	0.2%	15%
COC(=O)c1sccc1NS(=O)(=O)c1ccc(OC)cc1	-1%	-1%	/	6%	-1%	11%	/	1.2%	17%	-1.4%	?
NCC[C@H](O)C(=O)N[C@@H]1C[C@H](N)[C@@H](O[C@H]2O[C@H](CN)[C@@H](O)[C@H](O)[C@H]2O)[C@H](O)[C@H]1O[C@H]1O[C@H](CO)[C@@H](O)[C@H](N)[C@H]1O	/	0%	/	/	-4%	/	/	1.0%	/	2.5%	-4%
Cc1nnc(Sc2nc3c(c(=O)n(C)c(=O)n3C)n2Cc2ccccc2Cl)s1	4%	1%	-5%	-8%	2%	3%	i	1.7%	-1%	-0.9%	?
NS(=O)(=O)c1ccc(CCNC(=O)C2CCCN(S(=O)(=O)c3cccnc3)C2)cc1 (stereo unspecified)	0%	-2%	/	-14%	0%	?	/	-0.6%	-1%	-2.2%	4%
CCCNC(=O)c1cc(-c2ccc(OC)cc2)on1	7.9µM*	1%	-2%	6%	0%	6%	?	-0.6%	?	0.6%	8%
O=C(NCCc1ccc(Cl)cc1)C1CCC(=O)N1C1CCCC1 (stereo unspecified)	1%	0%	13%	13%	-1%	25%	i	0.4%	-15%	0.0%	9%
CC(=O)N1[C@H](C)C=C[C@]1(Cc1ccccc1)C(=O)NCc1ccc(C)o1	/	0%	/	23%	-11%	51%[activator]	/	-0.6%	?	-1.7%	11%
O=C(NC1CC1)C1CCCN(C(=O)Nc2ccc(F)cc2)C1 (stereo unspecified)	0%	-1%	0%	2%	0%	13%	i	-0.5%	?	-1.5%	1%
CN(Cc1cc(Br)cc(Br)c1O)Cc1c(O)ccc2ccccc12	0%[11.4 µM]	-2%[11.5 µM]	/	-2%[11.4 µM]	2%[11.5 µM]	-2%[11.5 µM]	?	-1.1%[15.4 µM]	-3%[7.6 µM]	-1.3%[15.4 µM]	-2%[11.4 µM]
O=C(Cc1cn2ccsc2n1)Nc1ccccc1Oc1ccccc1	-37%	-1%	5%	-4%	-1%	-13%	?	2.3%	-10%	-1.8%	25%
CC(C)(C)NC(=O)c1ccc(COc2ccccc2Br)o1	-1%	-1%	4%	-7%	-2%	15%	i	-0.1%	1%	-0.5%	11%
O=S(=O)(c1cccc2nsnc12)N1CCN(c2ncccn2)CC1	1%	-1%	-5%	-19%	0%	-19%	i	1.1%	-3%	1.6%	6%

Compound activity: PubChem, National Center for Advancing Translational Sciences (NCATS)
